From PubChem BioAssay
PTHR1 ag = agonists of human PTHR1 parathyroid hormone receptor; HEK293 GP2 PTHR1 cells, GloSensor cAMP luminescence, 1 h; Potency, µM (top dose mostly 115 µM), for the others: at the top dose activation, most hits filed as activators; actives 0.075% (n = 410,000); AID 743266; further: potency means the concentration at half of the fitted maximal effect; nearly all actives have a fitted effect of over 55% in size; some results filed as inactive show a strong effect at the top dose; inactives centre near -15; many of its hits are not listed in these tables
Target sequence (Q03431 whole entry, looked up): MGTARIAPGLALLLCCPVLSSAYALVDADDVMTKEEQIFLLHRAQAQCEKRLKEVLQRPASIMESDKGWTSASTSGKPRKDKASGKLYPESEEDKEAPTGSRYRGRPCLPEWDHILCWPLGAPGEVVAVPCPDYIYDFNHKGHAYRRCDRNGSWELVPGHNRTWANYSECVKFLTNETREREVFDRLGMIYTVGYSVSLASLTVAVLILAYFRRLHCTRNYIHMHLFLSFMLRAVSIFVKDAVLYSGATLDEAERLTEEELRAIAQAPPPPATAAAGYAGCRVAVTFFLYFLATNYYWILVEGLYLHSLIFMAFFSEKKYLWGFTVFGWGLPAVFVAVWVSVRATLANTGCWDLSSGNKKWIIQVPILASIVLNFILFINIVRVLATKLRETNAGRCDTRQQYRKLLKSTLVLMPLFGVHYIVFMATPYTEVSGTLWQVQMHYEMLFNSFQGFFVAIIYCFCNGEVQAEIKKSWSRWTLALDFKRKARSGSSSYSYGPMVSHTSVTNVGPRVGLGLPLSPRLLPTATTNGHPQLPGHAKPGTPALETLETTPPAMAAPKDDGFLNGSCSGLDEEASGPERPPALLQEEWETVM
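HEK-293-derived GP2 cells expressing PTHR1 and a GloSensor cAMP reporter, 3,000/well, plated overnight, given luciferin plus IBMX (each 0.5 mM as added) for 1 h at 37 °C, then compound for 1 h at 37 °C. Luminescence was read after 15 min at room temperature.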
FUS yeast rescue = suppressors of FUS proteinopathy in yeast | S. cerevisiae FUS-expressing, growth rescue, OD600, 24 h | Potency, µM (series often up to 76.6 µM), for inactives: at the top dose growth rescue (activation), most hits filed as activators | actives 0.24% (n = 390,000) | AID 1347120;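 further: potency means the concentration at half of the fitted maximal effect; plate controls were DMSO vehicle for no effect and reference control for full effect; nearly all actives have a fitted effect of over 55% in size; some results filed as inactive show a strong effect at the top dose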
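Compound concentration series was pinned onto galactose-induced FUS-expressing yeast seeded at OD 0.005. Plates sat 24hr at 30C; absorbance at 600 nm gave growth. DMSO served as background control.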
TDP43 rescue = rescues yeast growth from TDP-43 toxicity; TDP-43 expressing yeast growth rescue, BacTiter-Glo, 24 h; Potency, µM (highest dose often 46.1 µM), inactives show at the highest dose growth rescue (activation), usual class: activators; actives 1.8% (n = 410,000); AID 652104; further: potency means the concentration at half of the fitted maximal effect; % of control where 0% means no effect; nearly all actives have a fitted effect of over 50% in size
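Yeast cells expressing TDP-43 under galactose induction are exposed to compounds for 24 hr at 30 deg C. BacTiter-Glo luminescence measures growth, so protective compounds score as activators.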
GLP-1R inv ag = acts as inverse agonist at human GLP-1 receptor. P43220. HEK293 GLP-1R CRE-luciferase, luminescence, 24 h; GLP-1R form is constitutively active. Potency, µM (series often up to 38.3 µM), without a hit: at the highest dose activity change, negative = inhibition, usual class: inhibitors. actives 1.6% (n = 410,000); further: potency means the concentration at half of the fitted maximal effect; on the % scale 0 is the no-effect control and ±100 the full control effect; nearly all actives have a fitted effect of over 55% in size
Target sequence (P43220 whole entry, looked up): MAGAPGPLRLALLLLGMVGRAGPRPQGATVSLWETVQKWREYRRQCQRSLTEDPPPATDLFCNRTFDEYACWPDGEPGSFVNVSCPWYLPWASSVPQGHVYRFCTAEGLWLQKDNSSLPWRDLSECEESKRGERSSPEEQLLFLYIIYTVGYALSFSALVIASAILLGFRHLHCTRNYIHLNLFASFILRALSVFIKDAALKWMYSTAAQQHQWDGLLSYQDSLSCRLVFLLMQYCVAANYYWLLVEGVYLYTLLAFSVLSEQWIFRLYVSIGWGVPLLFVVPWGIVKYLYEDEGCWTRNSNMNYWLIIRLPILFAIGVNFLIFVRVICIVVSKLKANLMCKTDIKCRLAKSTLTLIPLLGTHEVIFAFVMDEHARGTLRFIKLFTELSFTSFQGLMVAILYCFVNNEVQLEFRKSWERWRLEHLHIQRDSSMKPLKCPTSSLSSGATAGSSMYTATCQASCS
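Using stably transfected HEK293 (constitutively active GLP-1R, cAMP-luciferase reporter), compounds were incubated 24 hr and luciferase measured by luminescence.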
aSyn yeast inh = rescues yeast growth from alpha-synuclein toxicity; Yeast expressing alpha-synuclein, growth rescue, BacTiter-Glo, 24 h; Potency, µM (highest dose often 46.1 µM), inactives show at the top dose growth rescue (activation), actives largely listed as activators; actives 0.14% (n = 370,000); further: potency means the concentration at half of the fitted maximal effect; % of control where 0% means no effect; nearly all actives have a fitted effect of over 65% in size
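Readout is rescue of growth in alpha-synuclein-expressing yeast, so inhibitors of toxicity appear as activators. Growth after 24 hr at 30 deg C in galactose medium is quantified by luminescence.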
Mm-Cpn inhibitor = M. maripaludis TRiC chaperonin inhibition | purified Mm-Cpn ATPase, ADP Transcreener TR-FRET | Potency, µM (doses to about 76.9 µM), without a hit: at the highest dose activity, negative = inhibition, actives largely listed as inhibitors | actives 0.031% (n = 330,000); further: potency means the concentration at half of the fitted maximal effect; on the % scale 0 is the no-effect control and ±100 the full control effect; nearly all actives have a fitted effect of over 80% in size
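Quantitative HTS used 25 nM Mm-CPN and 10 uM ATP in magnesium/KCl Tris buffer, pH 7.4, with 1 mM DTT. Hydrolysis ran 30 min at 37°C; ADP was read by HTRF.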
pAkt inh = Akt phosphorylation inhibition; AID 651550; Neuro2A IGF-stimulated pAkt S473 HTRF, 20 min; stronger effect = lower value; actives 0.32% (n = 360,000); activity change, % for hits at 50 µM; in the data active means activity change below about -80%; inconclusive means mostly about -51% to -80%; further: on the % scale 0 is the no-effect control and ±100 the full control effect
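Single-point screen (50 µM final compound) in Neuro2A cells stimulated 20 min with 6 nM IGF at 37 deg C. After lysis, Ser473-phosphorylated Akt read by HTRF (ex 330 nm, em 615/665 nm) as the 665/615 ratio.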
GLP1R cytotox = cytotoxicity in counter-screen for GLP-1R inverse agonists. HEK293 cAMP-luciferase reporter cells, luminescence, 24 h. Potency, µM (top dose mostly 38.3 µM), inactives show top-dose activity change, negative = inhibition, hits mostly inhibitors. actives 0.13% (n = 410,000). AID 624418;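 further: loss of luciferase light is scored as toxicity; potency means the concentration at half of the fitted maximal effect; on the % scale 0 is the no-effect control and ±100 the full control effect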
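Luminescence readout: signal drop marks cytotoxicity. Plated cells grew 12 h at 37 °C, 5% CO2, received 23 nL compound for 24 h, then got luciferase reagent, read after 12 min at RT.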
Abeta yeast res = compounds reversing amyloid beta toxicity in yeast | yeast expressing A-beta42, growth rescue, OD600, 48 h; response scale: 0% DMSO, 100% iron-clioquinol control | Potency, µM (titrated, usually from 46.1 µM), for the others: at the top dose growth rescue, usual class: activators | actives 0.063% (n = 410,000) | AID 1347071; further: potency means the concentration at half of the fitted maximal effect; nearly all actives have a fitted effect of over 55% in size
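Growth rescue measured by 600 nm absorbance after 48 h yeast culture at 30 C with compound. Values normalized between DMSO and an equimolar ferric chloride plus clioquinol control.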
Active calls of the source: *; i = inactive; ? = inconclusive; . = not tested or not shown; [ ] = remark or other dose. Unless noted, the call rests on the fitted dose curve; in most records, active means well fitted curve in the direction sought with a large enough effect; inconclusive means small, poorly fitted or top-dose-only effect, or another doubt; inactive means no such curve, though single readings can be large; an effect the other way counts as inactive or inconclusive. The list is partial; rates above refer to the full screens.

SMILES	PTHR1 ag	FUS yeast rescue	TDP43 rescue	GLP-1R inv ag	aSyn yeast inh	Mm-Cpn inhibitor	pAkt inh	GLP1R cytotox	Abeta yeast res
CC(C)c1cc(C(=O)N/N=C/c2cccnc2)n[nH]1	i	14.3%	-17.2%	1.1%	20.9%	2.3%	i	3.3%	-5.0%
COc1ccc2c(Sc3ccc(Cl)cc3)c(C(=O)NCCCN3CCCCC3)[nH]c2c1	-19.3%	28.7%	-4.0%	?	.	.	.	-12.3%	-7.6%
CC1(Cc2ccc(Cl)cc2)C(=O)Nc2ccc(-c3cccnc3)cc21 (stereo unspecified)	-7.8%	-3.9%	15.5%	?	2.9%	.	i	2.5%	-5.4%
CC1(C(=O)NS(=O)(=O)c2ccc(Cl)cc2)CCN1C(=O)Cc1ccccc1 (stereo unspecified)	-14.4%	-26.3%	21.7%	20.9%	1.6%	.	i	6.2%	1.2%
O=S(=O)(c1ccc2oc3ccccc3c2c1)N1CCOCC1	5.1%[57.5 µM]	12.7%	11.5%	0.0%	-2.1%	2.1%	i	0.5%	-11.8%
O=C(NCc1ccc(F)cc1)c1ccc2c(c1)N(Cc1ccc(F)cc1Cl)C(=O)CS2	-16.4%	16.6%	13.1%	11.5%	.	.	.	-1.0%	-10.8%
O=C(CN1C(=O)COc2ccc(S(=O)(=O)N3CCOCC3)cc21)NCc1ccc(F)cc1	i	-6.4%	11.2%	-4.4%	.	.	.	0.5%	-5.9%
CCCCn1c(SCC(=O)NCc2cccs2)nc2c1c(=O)n(C)c(=O)n2C	-3.1%[57.5 µM]	2.8%	-17.4%	0.0%	0.5%	3.3%	i	-6.3%	1.0%
COc1ccc(C(C)=O)cc1COC(=O)CSC(C)C(=O)Nc1cc(C)on1 (stereo unspecified)	i	-12.2%	13.3%	6.4%	0.6%	-0.1%	i	5.8%	1.3%
Cc1cccc(C)c1NC(=S)N(CCCN1CCCCC1)Cc1ccco1	i	12.9%	20.9%	-33.0%	-0.3%	-2.7%	i	3.9%	4.3%
CCC1(C)Cc2c(sc3nnn(CC(=O)Nc4ccccc4)c(=O)c23)CO1 (stereo unspecified)	-7.5%[57.5 µM]	22.9%	-8.2%	-10.0%	7.1%	-0.6%	i	3.4%	2.2%
NS(=O)(=O)c1ccc(NC(=O)C2CCCN(S(=O)(=O)c3ccc(F)cc3)C2)cc1 (stereo unspecified)	-5.8%	13.8%	-14.6%	-12.8%	-0.5%	-0.4%	i	14.8%	8.4%
CCC(C)NC(=O)C1CCC(=O)N1CCc1ccccc1 (stereo unspecified)	i	6.7%	8.6%	-4.6%	-3.7%	-3.5%	i	15.2%	-10.4%
O=C(OCCN=C1NS(=O)(=O)c2ccccc21)c1ccco1	-11.8%	2.5%	-5.8%	-0.6%	0.4%	-1.8%	i	10.5%	3.2%
N#Cc1ccc(OCC(=O)NCCc2ccc(S(N)(=O)=O)cc2)cc1	-19.5%[57.5 µM]	14.1%	5.6%	13.5%	0.3%	0.8%	i	23.8%	9.6%
COCC(=O)N1C[C@@H](C)[C@@H](OC)CN(C)C(=O)c2ccc(NC(=O)c3cnccn3)cc2OC[C@H]1C	-15.9%	-0.9%	12.7%	6.4%	?	.	i	7.6%	-0.4%
Cc1cccc(N2CCN(C(=O)COc3cc4oc(=O)cc(C)c4cc3Cl)CC2)c1C	-2.8%	-0.7%	-0.8%	-14.0%	1.0%	0.5%	i	-13.1%	8.5%
Fc1ccc(CN2CCN(C(c3ccccc3)c3ccccc3)CC2)cc1	-7.5%	-8.8%	-27.4%	?	-4.4%	-2.5%	i	0.7%	-12.4%
CC1CC(C)CN(CC(O)COCc2ccccc2F)C1 (stereo unspecified)	?	2.8%	-17.9%	7.5%	-6.1%	-5.5%	i	-3.4%	-4.6%
CC(C(=O)Nc1nccs1)N1C(=O)c2ccccc2S1(=O)=O (stereo unspecified)	-10.5%	5.1%	-9.1%	12.4%	0.5%	-0.2%	i	-0.9%	-12.4%
CC(C)(C)c1cc(-n2ccnc2)n2ncc(-c3ccc(Cl)cc3)c2n1	-9.7%	.	14.4%	20.4%	-1.3%	1.8%	i	-8.3%	2.7%
Cc1ccc(S(=O)(=O)N(C)C[C@@H]2OCCCC[C@@H](C)Oc3ccc(NS(=O)(=O)c4c(C)noc4C)cc3C(=O)N([C@H](C)CO)C[C@@H]2C)cc1	-22.5%	15.8µM*	11.4%	?	3.1%	.	i	-33.4%	5.3%
CCOC1CS(=O)(=O)CC1OCC (stereo unspecified)	-8.1%	6.6%	-3.7%	-6.3%	1.6%	1.8%	i	-18.3%	-7.4%
COC(=O)c1ccc(C)c(NC(=O)Cn2cnc3ccccc3c2=O)c1	-0.8%[57.5 µM]	12.0%	-6.1%	-16.2%	0.5%	1.1%	.	-13.4%	28.0%
CN1CCc2nc(SCC(=O)Nc3cccc(F)c3)c(C#N)c(-c3cccs3)c2C1	-2.1%[57.5 µM]	?	-14.2%	0.0%	1.3%	-0.2%	i	11.2%	-15.6%
O=C(COC(=O)CCNS(=O)(=O)c1ccccc1F)Nc1nnc(-c2ccccc2)o1	i	10.3%	18.9%	10.4%	4.9%	0.7%	i	-3.4%	-0.5%
Cc1nnc(SCC(=O)N2CCCC(C(=O)c3ccc(Cl)cc3)C2)o1 (stereo unspecified)	-17.4%	-5.3%	3.4%[9.22 µM]	-3.8%	9.1%	-6.1%[15.4 µM]	i	3.3%	-10.3%
FC(F)(F)c1ccccc1Nc1nccs1	i	9.5%	4.7%	0.0%	-9.2%	0.7%	i	-2.9%	-4.4%
CCCCOc1cccc(C(=O)Nc2ccc(S(=O)(=O)Nc3cc(C)on3)cc2)c1	i	-4.6%	1.1%	-26.7%	-0.1%	0.8%	i	1.8%	5.9%
CCOC(=O)N1CCN(c2ncc(C(F)(F)F)cc2Cl)CC1	-26.6%	16.0%	-1.0%	?	-10.0%	0.2%	i	-5.3%	-7.9%
OCC(O)C1OC(c2ccccc2)OC(CO)C1O (stereo unspecified)	i	-25.8%	0.0%	10.9%	2.7%	.	i	-1.9%	-2.9%
O=C(NNC(=O)C1CCN(S(=O)(=O)c2ccc(Cl)cc2)CC1)c1ccc(S(=O)(=O)N2CCCCC2)cc1	-13.2%	.	5.9%	7.3%	-7.4%	-0.8%	i	-13.1%	-7.2%
Cc1cccc(CS(=O)(=O)Cc2ccc(C(=O)NC3CCCCCC3)o2)c1	-27.2%	-13.1%	7.2%	?	0.6%	-1.3%	.	1.8%	4.9%
COC(C[C@@H]1O[C@H]1C(=O)[C@@H](C)OCc1ccccc1)OC	-24.3%	-33.1%	17.8%	19.5%	7.2%	.	i	-2.3%	0.2%
O=C(Nc1ccc2c(c1)oc1ccccc12)c1cccnc1	-8.5%	-3.4%	-5.2%	-28.2%	-17.7%	-2.9%	i	-25.1%	-7.8%
CCOC(=O)C1=CCC(c2ccc(F)cc2)N(S(=O)(=O)c2ccc(C)cc2)C1 (stereo unspecified)	-15.7%	28.1%	-0.2%	?	2.2%	.	i	3.4%	-11.4%

In a second layout: 2 of the compounds above.
Cc1cccc(CS(=O)(=O)Cc2ccc(C(=O)NC3CCCCCC3)o2)c1
  PTHR1 ag: -27.2%; FUS yeast rescue: -13.1%; TDP43 rescue: 7.2%; GLP-1R inv ag: ?; aSyn yeast inh: 0.6%; Mm-Cpn inhibitor: -1.3%; pAkt inh: .; GLP1R cytotox: 1.8%; Abeta yeast res: 4.9%
O=C(Nc1ccc2c(c1)oc1ccccc12)c1cccnc1
  PTHR1 ag: -8.5%; FUS yeast rescue: -3.4%; TDP43 rescue: -5.2%; GLP-1R inv ag: -28.2%; aSyn yeast inh: -17.7%; Mm-Cpn inhibitor: -2.9%; pAkt inh: i; GLP1R cytotox: -25.1%; Abeta yeast res: -7.8%

Other results
SMILES	PTHR1 ag	FUS yeast rescue	TDP43 rescue	GLP-1R inv ag	aSyn yeast inh	Mm-Cpn inhibitor	pAkt inh	GLP1R cytotox	Abeta yeast res
CC(NC(=S)Nc1ccc(F)cc1)c1ccccc1 (stereo unspecified)	-26.6%	7.3%	23.4%	?	5.8%	-1.2%	i	4.7%	?
CCOc1nc(Nc2ccc(Cl)cc2)nc(OCC)n1	-11.7%	1.8%	11.2µM*	?	-1.7%	0.4%	i	2.5%	20.5%
CCOc1ccc(C2C(C(=O)c3cccs3)=C(O)C(=O)N2CCCn2ccnc2)cc1 (stereo unspecified)	i	-2.5%	9.7%	1.4%	4.6%	-5.1%	i	6.7%	-0.9%
O=C(CCN1CCCCO1)N1CCCC(Nc2cccc(F)c2)C1 (stereo unspecified)	i	5.8%	11.1%	10.8%	5.9%	-7.3%	i	4.0%	-5.3%
O=C1C2ON(c3ccccc3)C(c3ccncc3)C2C(=O)N1c1ccc(N2CCOCC2)cc1 (stereo unspecified)	i	18.6%	5.6%	2.0%	-1.7%	-2.1%	i	-4.1%	-2.9%
Cc1ccc2oc3c(c(=O)c2c1)C(c1ccc(F)cc1)N(c1nc(C)c(C)s1)C3=O (stereo unspecified)	-14.8%	-32.4%	9.0%	-4.2%	.	.	.	5.0%	-3.8%
S=c1[nH]nc(-c2ccccc2)n1Cc1ccccc1	-4.5%[57.5 µM]	7.5%	?	-16.0%	3.0%	-4.4%	i	-17.5%	5.6%
COC(=O)C1=C(CS(=O)(=O)c2ccccc2)NC(=O)NC1c1ccccc1 (stereo unspecified)	i	2.6%	11.4%	1.2%	-5.7%	-1.8%	i	-20.1%	6.5%
c1ccc(NC2=NCCN2CCCC2CCCCC2)cc1	i	-13.8%	0.0%	-30.2%	15.8µM*	0.4%	i	-4.6%	-4.7%
COc1ccc(C2C3=C(CCCC3=O)Nc3n[nH]c(C)c32)cc1OC (stereo unspecified)	i	?	-27.0%	13.0%	4.4%	-0.2%	i	-20.3%	?
